Pol beta inh = inhibitors of human DNA polymerase beta; Potency, µM (titrated, usually from 114 µM), for inactives: at the highest dose activity change, negative = inhibition, usual class: inhibitors; 340,000 compounds, 1.3% hits; P06746; Pol beta primer extension/strand displacement, fluorescence kinetic; note: potency is the fitted concentration of half-maximal effect; % is set by controls: 0 for no effect and ±100 for the full control effect
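Enzyme-only controls used 10 nM Pol beta; buffer lacking enzyme served as negative control. Compound preincubated 15 min, then 50 nM substrate added; 0 and 10 min reads at room temperature.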
POLK inh = blocks human DNA polymerase kappa activity | Q9UBT6 | purified Pol kappa, fluorescent DNA synthesis assay, 10 min | Potency, µM (doses to about 107 µM), without a hit: top-dose activity, negative = inhibition, hits mostly inhibitors | 400,000 compounds, 0.53% hits | AID 588579; note: potency is the fitted concentration of half-maximal effect; % is set by controls: 0 for no effect and ±100 for the full control effect
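Pol kappa 10 nM + cpd, 15 min RT; start w/ substrate 50 nM final; fluorescence kinetic read, 0 and 10 min. Neg ctrl: buffer, no enzyme.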
LDHA inh = LDHA (human) enzyme inhibition; P00338; purified LDHA, NADH/diaphorase-resazurin fluorescence; hits give low values; activity change, % (values are at about 110 or 230 µM); 480,000 compounds, 0.15% hits; in the data active = activity change below about -30%; inconclusive = mostly about -25% to -30%;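 note: plate controls were DMSO wells for no effect and wells without enzyme for full effect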
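Remaining NADH was detected by diaphorase (0.133 mg/mL) converting 37 µM resazurin to fluorescent resorufin, read at 0 and 20 minutes. The preceding 5-minute room-temperature reaction used 2 nM LDHA, 0.2 mM sodium pyruvate and 0.06 mM NADH at pH 7.4.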
12-LOX inh = blocks human arachidonate 12S-lipoxygenase; purified 12hLO, xylenol orange hydroperoxide absorbance; 580,000 compounds, 1.1% hits; Potency, µM (doses to about 108 µM), for inactives: at the highest dose activity change, negative = inhibition, actives largely listed as inhibitors; note: potency is the fitted concentration of half-maximal effect; % is set by controls: 0 for no effect and ±100 for the full control effect
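Hydroperoxide product was detected by ferrous iron/xylenol orange as the 573 to 405 nm absorbance ratio. Arachidonic acid at 40 uM (final) was turned over for 30 min at room temperature by 150 nM human 12hLO, pH 7.0 Hepes buffer, after 15 min compound preincubation.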
RGS4 inh = blocks human RGS4-accelerated GTP hydrolysis. Potency, µM (doses to about 114 µM), for the others: at the highest dose activity change, negative = inhibition, most hits filed as inhibitors. AID 504845. P49798. 390,000 compounds, 0.039% hits. Transcreener GDP fluorescence polarization, RGS4-accelerated GTP hydrolysis; note: potency is the fitted concentration of half-maximal effect; % is set by controls: 0 for no effect and ±100 for the full control effect; nearly all actives have a fitted effect of over 75% in size; some results filed as inactive show a strong effect at the top dose
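MLSMR compounds (23 nl, pin-transferred) preincubated 10 min at room temperature with a 500nM (2x) first reagent, then RGS4 at 900nM (2x) plus Transcreener GDP mix added; fluorescence polarization (620/688 nm) read before and after 90 min at 30 °C.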
Apoferritin bind = candidate novel general anesthetic via apoferritin binding; 350,000 compounds, 0.074% hits; Potency, µM (titrated, usually from 77.5 µM), inactives show at the highest dose activity change, negative = displacement, most hits filed as inhibitors; apoferritin/1-aminoanthracene competitive binding, fluorescence; AID 485281; P02791; note: potency is the fitted concentration of half-maximal effect; % is set by controls: 0 for no effect and ±100 for the full control effect; nearly all actives have a fitted effect of over 20% in size
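Probe: 1-aminoanthracene (50% saturated, PBS). Protein: horse-spleen apoferritin, 10 uM. Incubation: 10 min, room temperature. Detection: 380 nm excitation, 535 nm emission. Analysis: normalized response, four-parameter Hill.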
ERG Ets-DNA blk = blocks human ERG Ets domain binding to DNA; P11308; fluorescence polarization, His-ERG Ets domain / labelled DNA; Potency, µM (highest dose often 76.9 µM), for inactives: top-dose FP activity, negative = inhibition, actives largely listed as inhibitors; 370,000 compounds, 0.028% hits; AID 624246; active = well fitted inhibition curve with a large enough effect in the polarisation, with a control signal flat; inconclusive = small, poorly fitted or top-dose-only effect, or effect the other way, or a change in a side signal; inactive = no such curve, though single readings can be large or run the other way; the % refers to the polarisation;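 note: polarization taken with two DNA probes labelled with fluorescein and Texas red; potency is the fitted concentration of half-maximal effect; % of control where 0% means no effect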
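His-tagged ERG Ets domain (1 uM in the protein solution; 300mM KCl, 50mM Tris-HCl, 1mM EDTA, 1mM DTT, pH 7.5) received compound, then a probe mix of 5 nM fluorescein-DNA and 100nM Texas-615-DNA. Fluorescence polarization was read for both dyes.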
POLH inh = blocks human DNA polymerase eta activity | Q9Y253 | recombinant Pol eta, fluorescent DNA replication assay | Potency, µM (doses to about 114 µM), for the others: top-dose activity change, negative = inhibition, hits mostly inhibitors | 390,000 compounds, 1.2% hits | AID 588591; note: potency is the fitted concentration of half-maximal effect; % is set by controls: 0 for no effect and ±100 for the full control effect
Target sequence (Q9Y253 whole entry, looked up): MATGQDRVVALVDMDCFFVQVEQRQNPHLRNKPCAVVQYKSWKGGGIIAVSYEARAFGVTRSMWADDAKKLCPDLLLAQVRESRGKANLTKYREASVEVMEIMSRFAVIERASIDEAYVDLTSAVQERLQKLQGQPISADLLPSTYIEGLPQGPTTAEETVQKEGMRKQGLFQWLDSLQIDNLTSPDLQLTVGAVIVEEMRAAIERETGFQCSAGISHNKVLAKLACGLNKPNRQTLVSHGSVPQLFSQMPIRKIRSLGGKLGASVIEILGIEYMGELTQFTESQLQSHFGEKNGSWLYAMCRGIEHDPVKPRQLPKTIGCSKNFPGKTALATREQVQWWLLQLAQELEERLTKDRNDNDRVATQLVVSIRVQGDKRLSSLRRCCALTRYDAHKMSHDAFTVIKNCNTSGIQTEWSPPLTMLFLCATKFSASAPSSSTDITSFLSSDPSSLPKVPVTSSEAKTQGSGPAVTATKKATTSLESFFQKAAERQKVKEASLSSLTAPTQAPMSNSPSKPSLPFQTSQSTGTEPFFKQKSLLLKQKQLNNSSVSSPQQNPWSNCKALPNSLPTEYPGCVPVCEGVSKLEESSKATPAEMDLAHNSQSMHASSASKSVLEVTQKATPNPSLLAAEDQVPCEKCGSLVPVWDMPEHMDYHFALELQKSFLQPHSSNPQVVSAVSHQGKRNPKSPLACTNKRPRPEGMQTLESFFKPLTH
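Fluorescent replication assay: 50 nM final substrate added after a 15 min room-temperature compound preincubation with 10 nM enzyme. Signal taken at 0 min and again at 10 min.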
APEX1 inh = inhibitors of human APE1 endonuclease; AID 2517; Potency, µM (highest dose often 65.8 µM), for inactives: at the highest dose activity change, negative = inhibition, usual class: inhibitors; 350,000 compounds, 0.35% hits; recombinant APE1, TAMRA/BHQ-2 abasic DNA cleavage fluorescence;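 note: potency is the fitted concentration of half-maximal effect; plate controls were vehicle for no effect and reference inhibitor for full effect; nearly all actives have a fitted effect of over 55% in size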
Target sequence (P27695 whole entry, looked up): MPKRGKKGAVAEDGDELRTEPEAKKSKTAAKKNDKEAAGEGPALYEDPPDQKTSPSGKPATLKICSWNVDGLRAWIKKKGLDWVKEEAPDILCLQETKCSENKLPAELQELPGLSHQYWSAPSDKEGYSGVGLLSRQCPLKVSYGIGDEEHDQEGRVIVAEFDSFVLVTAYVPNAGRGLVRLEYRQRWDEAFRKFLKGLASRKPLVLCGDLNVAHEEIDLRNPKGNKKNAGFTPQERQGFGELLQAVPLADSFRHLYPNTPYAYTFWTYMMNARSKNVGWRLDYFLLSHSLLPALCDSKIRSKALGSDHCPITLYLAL
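0.75 nM APE1 + cpd, 15 min RT; start w/ 50 nM TAMRA/BHQ-2 THF-abasic dsDNA; kinetic fluor 525/598 nm ×3 reads @60 s; Δ(read3−read1); normalized to DMSO and NSC13755 control wells.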
* = called active by the depositor; ? = inconclusive; · = no result given; & = joins results of further samples; [ ] = remark or other dose. Unless noted, calls come from the whole dose curve; as a rule, active = well fitted curve in the direction sought with a large enough effect; inconclusive = small, poorly fitted or top-dose-only effect, or another doubt; inactive = no such curve, though single readings can be large; an effect the other way counts as inactive or inconclusive. Not all compounds are listed. The share of hits here may be higher or lower than overall.

Structure,Pol beta inh,POLK inh,LDHA inh,12-LOX inh,RGS4 inh,Apoferritin bind,ERG Ets-DNA blk,POLH inh,APEX1 inh
O=C(O)CSc1cc(C(F)(F)F)nc(-c2ccccn2)n1,-16%,-8%,-10,-8%,12%,-7%,2%,1%,-1%
CS(=O)(=O)N(CC(=O)Nc1ccc(Br)cc1)c1ccccc1Br,5%,-12%[60.1 µM],-16,-29%,25%,6%,0%,-7%,·
CCCCCNCc1ccc(Cl)cc1,13%,-25%,-2,-2%,-2%,1%,4%,-15%,-6%
CC1CC(C)CN(S(=O)(=O)N2CCCC(C(=O)NCCCN3CCCCC3C)C2)C1 (centres undefined),18%,8%,-1,14%,-2%[56.9 µM],-8%,8%,3%,35%
O=C(c1cc(-c2ccco2)nn1-c1cccc(Cl)c1)N1CCCCC1,?,?,9,?,?,-19%,3%,18µM*,-7%
O=S1(=O)N[C@@H](CC2=CCCCC2)C2CCCCC2O1 (some centres undefined),1%,-15%,-2,7%,14%,?,-12%,?,22%
N#Cc1ccc(OCC(=O)N(C2CCCCC2)C2CCS(=O)(=O)C2)cc1 (centres undefined),·,-4%,-4,-6%,26%,·,-1%,-9%,23%
COc1ccc(C(=O)Nc2ccc(Br)cc2F)cc1S(=O)(=O)N1CCCC1,·,-8%,-5,-27%,-11%,·,0%,?,11%
CC(C)(C)CC(C)(C)NC(=S)N1CCN(Cc2ccc3c(c2)OCO3)CC1,2%,-5%,-1,-1%,7%,2%,-1%,-7%,-2%
COc1cc2c(cc1NC(=O)C(C)Sc1nc3ccccc3n1C)oc1ccccc12 (centres undefined),10%,-12%,-6,8%,14%,-3%,-2%,-7%,?
COc1cc(/C=C2/CCc3ccccc3C2=O)cc(OC)c1OC,0%,-16%,7,-21%,6%,-5%,-3%,-3%,0%
Cc1ccc(N(CC(=O)NCc2ccc(F)cc2)C(=O)c2csnn2)cc1C,-1%,-5%,-7,-12%,-7%,-20%,-1%,-18%,-3%
O=C1CN(C(=O)COC(=O)[C@@H]2CC(O)CN2S(=O)(=O)c2ccc(Cl)cc2)c2ccccc2N1 (some centres undefined),·,-20%,-1,-3%,10%,·,-1%,-5%,16%
Cc1ccccc1-n1nnc2c(=O)oc3ccccc3c21,-21%,2%,-2,14%,-25%,-1%,-3%,-7%,1%
CCCOC(=O)c1cc2ccccc2oc1=O,4%,-10%[60.1 µM],-4,2%,4%,-17%,·,-6%,-5%
CN(C)c1ccc(/C=C/C(=O)c2cc(Cl)ccc2O)cc1,27%,-8%,-4,0%,-1%,-4%,56%[activator],?,-5%
c1ccc(-c2n[nH]c(-c3ccccn3)n2)nc1,16%&15%,-18%&8%,5&1,7%&187%,-6%&7%,2%&-1%,-3%&7%,-5%&1%,10%&12%
CC(C)CNC(=O)C1Nc2ccc(OC(F)(F)F)cc2C2C=CCC12 (centres undefined),·,?,-6,?,?,·,-2%,2%,·
Nc1nc(NCc2ccco2)nc(NC2CCCCC2)c1[N+](=O)[O-],7%,-3%,-8,7%,10%,-7%,-5%,-11%,-1%
CCCNC(=O)/C=C/c1ccc(C(C)C)cc1,13%,-3%,3,?,-6%,0%,-3%,-11%,14%
S=C1N(c2ccccc2)CN(C2CCCCC2)CN1c1ccccc1,10%,-9%,-12,0%,6%,4%,2%,5%,-3%
CC(=O)N1c2ccc(S(=O)(=O)N3CCCC3)cc2CC1C(=O)NCc1ccc(N(C)C)cc1 (centres undefined),2%,-12%,3,2%,-7%[56.9 µM],-10%,4%,-6%,-8%
COc1cccc(CNC(=O)c2cccn2-c2nnc(N3CCCC3)s2)c1,0%,-12%,5,-15%,-19%,-8%,0%,-19%,·
CCN(Cc1nc2ccccc2c(=O)[nH]1)Cc1nc2ccsc2c(=O)[nH]1,0%,-10%,1,3%,-4%,-9%,10%,-12%,2%
CC(C)NCC(O)c1ccc2ccccc2c1 (centres undefined),·,3%,-4,7%,16%,0%&-1%,-17%,-14%,14%&19%&-3%

Compound profiles, as listed above:
c1ccc(-c2n[nH]c(-c3ccccn3)n2)nc1 in the list: Pol beta inh = 16%&15%; POLK inh = -18%&8%; LDHA inh = 5&1; 12-LOX inh = 7%&187%; RGS4 inh = -6%&7%; Apoferritin bind = 2%&-1%; ERG Ets-DNA blk = -3%&7%; POLH inh = -5%&1%; APEX1 inh = 10%&12%
COc1ccc(C(=O)Nc2ccc(Br)cc2F)cc1S(=O)(=O)N1CCCC1 in the list: Pol beta inh = ·; POLK inh = -8%; LDHA inh = -5; 12-LOX inh = -27%; RGS4 inh = -11%; Apoferritin bind = ·; ERG Ets-DNA blk = 0%; POLH inh = ?; APEX1 inh = 11%

The results go on:
Structure,Pol beta inh,POLK inh,LDHA inh,12-LOX inh,RGS4 inh,Apoferritin bind,ERG Ets-DNA blk,POLH inh,APEX1 inh
CCOc1ccc(Nc2nc3ccccc3n3cnnc23)cc1,-7%,-9%,-4,5%,-4%,-11%,31%[activator],4%,-10%
Cc1ccc(S(=O)(=O)N(CC(=O)NCc2ccco2)Cc2ccc(F)cc2)cc1,?,-1%,-1,-56%,-19%,-15%,-5%,-11%,11%
CC(C)CC(=O)N/C(N)=N/c1nc2ccccc2s1,-22%,-7%,4,-2%,-4%,-22%,-7%,-25%,1%
O=C(NCc1ccc2c(c1)CCN2C(=O)c1ccccc1)c1cc2ccccc2[nH]1,-6%,-15%[60.1 µM],-2,-3%,7%,-5%,7%,-13%,·
CNC(=S)N1CCC(Cc2ccccc2)CC1,-2%,-6%,-2,395%[activator],1%,-21%,15%,-19%,16%
CCOC(=O)/C(C#N)=C/c1ccc(-c2ccccc2)o1,-2%,?,0,?,1%,?,-5%,-16%,·
COc1ccc(C(=O)/C(C#N)=N/Nc2ccccc2[N+](=O)[O-])cc1,-5%,1%,1,-27%,-4%,-4%,7%,-11%,2%
O=C1N(c2ccccc2)c2ccccc2C1(O)C(F)(F)F (centres undefined),23%,-17%,-5,6%,14%,4%,10%,-2%,26%
CCOC(=O)c1c(-c2ccc(C)cc2)csc1NC(=O)c1cc(=O)c2cc(C)cc(C)c2o1,5%,11%,1,-27%,?,-1%,1%,-16%,·
COCCN(C(=O)CC1CCCCC1)c1c(N)n(CC(C)C)c(=O)[nH]c1=O,·,8%,-8,?,5%,·,3%,-2%,-10%
O=C(c1n[nH]c(=O)c2ccccc12)N1CCOCC1,25%,3%,-6,1%,-15%,-7%,1%,-10%,2%
O=C(NCc1ccccn1)c1cc(Cl)ccc1OCc1ccccc1,9%,-15%,-2,10%,-13%,-12%,4%,-9%,5%
Cc1ccc(-n2nc(C(=O)N3CCN(c4ccccc4F)CC3)c(=O)n(C)c2=O)cc1,4%,-10%[60.1 µM],-3,-24%,14%,-1%,6%,-12%,·
Cc1c(C(=O)N(C)C)sc2c1c(=O)n(-c1ccc(Cl)c(Cl)c1)c(=O)n2CC(=O)Nc1cccc(C(F)(F)F)c1,-8%,3%[60.1 µM],3,-1%,-21%,-4%,-1%,-21%,·
O=C(Nc1cccnc1)C1(c2ccc(Cl)cc2)CCCC1,0%,-7%,-7,0%,5%,-8%,-6%,-14%,0%
C[C@@H]1O[C@@H](O[C@H]2[C@H](O)[C@@H](O)[C@H](Oc3c(-c4ccc(O)c(O)c4)oc4cc(O)cc(O)c4c3=O)O[C@@H]2CO)[C@H](O)[C@H](O)[C@H]1O,·,?,6,?,-2%,·,1%,?,4%
CCOc1ccc(OCC)c(NC(=O)c2c(C)nn(-c3ccccc3)c2-n2cccc2)c1,17%,-11%,-3,-17%,6%,112%[activator],-5%,-13%,·
COC(=O)c1ccc(NC(=O)c2c(NCc3ccc(C)o3)sc3c2CCCC3)cc1,?,-7%[60.1 µM],0,?,?,3%,-5%,8%,·
COc1ccc(Cl)c(CNC[C@H]2O[C@@H](n3cnc(C(N)=O)n3)[C@H](O)[C@@H]2O)c1,·,17%,1,24%,22%,·,1%,-6%,·
CCCOc1ccc2c(=O)c(-c3cc(C(=O)OC)oc3C)c(C)oc2c1,5%,-8%,-1&4,?,-26%,?,0%,-11%,-5%
CC(=O)N1c2ccccc2C(C)=CC1(C)C,6%,-4%,-11,3%,32%,-5%,-8%,3%,-1%
CCC(C)c1ccc(OCC(=O)Nc2ccc3c(c2)C(=O)NC3=O)cc1 (centres undefined),35µM*,3%,-9,10%,15%,-20%,-2%,-13%,14%
COc1ccc(CCNC(=O)CC2C(=O)NCCN2CC(C)(C)C)cc1 (centres undefined),1%,-12%,-7,-7%,1%,-19%,8%,-13%,-1%
O=C(Cc1ccc(Cl)cc1)N/N=C/c1cccs1,16%,-11%,-6,-1%,-1%,-13%,0%,-16%,18%
COc1ccc(NC(=O)COC(=O)c2ccc(S(=O)(=O)N(C)c3ccccc3OC)cc2)cc1OC,21%,-1%,7,0%,-20%,-19%,19%,-27%,7%
CSc1ccccc1NC(=O)CN(C)C(=O)Cc1c(F)cccc1Cl,2%,-3%,-15,7%,-17%,8%,-9%,6%,-5%
N#CC(Cc1cccc(CC(C#N)(c2ccccc2)c2ccccc2)c1)(c1ccccc1)c1ccccc1,14%,-4%,-14,-1%,24%,-9%,-6%,-11%,2%
COc1cc(NC(=O)CSc2nc(-c3ccccc3)no2)cc(OC)c1,2%,-13%,-11,3%,3%,-11%,-7%,-8%,·
CN(C(=O)COC(=O)c1n[nH]c(=O)c2ccccc12)c1ccccc1,·,-10%,-8&6,-5%&-7%,-13%,·,-1%,-15%,21%

Screening data (PubChem)
